# ERAP1 inh: human ERAP1 aminopeptidase inhibitors, primary screen, biochemical, single point, plate reader | inhibition, % at 10.7 µM | recombinant ERAP1, Leu-AMC fluorescence, 60 min | 340,000 compounds, 0.15% hits | Endoplasmic reticulum aminopeptidase 1 (Homo sapiens), Q9NZ08;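 active = mean replicate inhibition of at least 30%, or all replicates individually reaching that 30% level; inactive = mean below 30% and not every replicate reaching it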;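 note: 0% = neutral control wells and 100% = L-leucinethiol positive control wells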
# esBAF inh: Bmi1 luciferase reporter increase in mESCs, primary screen, esBAF inhibitor project, mouse ES cells, Bmi1 luciferase knock-in, single point; 24 h; 100% = twice the neutral-well signal; reporter increase, % at 12.5 µM; 350,000 compounds, 2% hits; AID 602393, 2012; in the data active = activation above about 40%;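 note: 0% = median of the plate's neutral control wells and 100% = double that signal; a rise in the Bmi1 reporter signal indicates esBAF inhibition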
# GSIS activator: GLuc luminescence reporter in INS-1E cells, primary screen for activators of glucose-dependent secretion of insulin. INS-1E GLuc reporter insulin secretion, 2-3 h. activation, % at 16.6 µM. 370,000 compounds, 0.61% hits. AID 743287, 2014;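 active = lowest replicate activation of at least 40%, so every replicate reaches that level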;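 note: 0% = median of neutral control wells and 100% = median of IBMX positive control wells; some compounds called inactive have numbers as strong as hits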
# CFTR F508del cor: F508del CFTR correction, initial screen, CFBE line, single point; CFBE cells, YFP halide quenching; stimulated with forskolin plus potentiator P3; % fluorescence drop versus neutral controls; activity (quench increase), % at 7.58 µM; 350,000 compounds, 0.36% hits;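 active = mean added fluorescence quench of at least 8% versus neutral control, with both replicates also reaching 8%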;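 note: cells transiently co-express mutant CFTR-F508del with the halide-sensitive YFP; corrector assay measuring rescue of mutant channel to the surface after 24 h compound exposure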
# Xi reactivation: activators of inactive X chromosome reactivation, primary screen, imaging, XiGFP fibroblasts, GFP high-content imaging, set 2; activation, % at 7.58 µM; 360,000 compounds, 0.055% hits; XiGFP mouse fibroblasts, % GFP-positive cells imaging, 3 d; cells co-treated with 5-aza-dC sensitizer; scaled so ellipticine positive control = 100%; AID 743238, 2013;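 active = mean normalized replicate activation at least 10% and every replicate at or above 10%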;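 note: 0% = median of on-plate neutral control wells and 100% = ellipticine 6 µM median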
#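 System: 68-5-11 XiGFP fibroblast line | Buffer or medium: DMEM containing 5-aza-dC | Compound: Single point | Times: Compounds 3 days, fix/stain 15 min at room temperature | Benchmarks: Positive control ellipticine, 6 µM final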
# RAD54 branch: inhibitors of human RAD54 branch migration, primary screen, biochemical, fluorescence, single point. DNA repair and recombination protein RAD54-like (Homo sapiens), Q92698. RAD54 Holliday junction branch migration, FAM/BHQ fluorescence. inhibition, % at 10.4 µM. 360,000 compounds, 0.14% hits;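 active = mean normalized replicate activity at least 40 and at least half of replicates scoring 40 or more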;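 note: 0% = median of neutral control wells and 100% = median of positive control wells; inhibitors cause a drop in the FAM fluorescence signal; in these data hits start at about 50%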
# Target sequence (Q92698 whole entry, looked up): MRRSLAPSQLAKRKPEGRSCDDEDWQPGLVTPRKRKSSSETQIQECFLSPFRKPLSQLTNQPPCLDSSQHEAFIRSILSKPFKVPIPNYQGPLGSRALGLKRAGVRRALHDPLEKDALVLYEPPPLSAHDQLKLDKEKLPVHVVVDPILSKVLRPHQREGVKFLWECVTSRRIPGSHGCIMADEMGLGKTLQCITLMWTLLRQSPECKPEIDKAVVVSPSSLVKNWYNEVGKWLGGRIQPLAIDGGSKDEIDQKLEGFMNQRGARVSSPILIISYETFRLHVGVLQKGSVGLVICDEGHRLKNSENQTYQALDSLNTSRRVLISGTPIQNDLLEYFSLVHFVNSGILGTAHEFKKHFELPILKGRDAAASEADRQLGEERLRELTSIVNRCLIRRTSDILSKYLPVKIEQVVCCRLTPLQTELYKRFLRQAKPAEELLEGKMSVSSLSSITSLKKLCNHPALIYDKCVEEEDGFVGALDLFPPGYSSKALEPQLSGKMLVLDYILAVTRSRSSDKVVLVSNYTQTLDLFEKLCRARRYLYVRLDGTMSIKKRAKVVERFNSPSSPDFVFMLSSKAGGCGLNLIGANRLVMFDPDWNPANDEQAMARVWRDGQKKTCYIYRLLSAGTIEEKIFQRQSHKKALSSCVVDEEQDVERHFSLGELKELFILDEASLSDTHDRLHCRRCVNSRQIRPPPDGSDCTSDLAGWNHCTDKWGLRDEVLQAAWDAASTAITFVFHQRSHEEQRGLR
# RAD52 inh: RAD52 DNA annealing inhibitors, primary screen, biochemical, FRET, single point, set 2; inhibition, % at 18.7 µM; DNA repair protein RAD52 homolog (Homo sapiens), P43351; recombinant RAD52 DNA annealing, FRET fluorescence; 360,000 compounds, 0.46% hits;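 active = every replicate showing at least 50% inhibition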
# ARNT-TACC3 inh: disruptors of ARNT/TACC3 protein interaction, primary screen, biochemical, AlphaScreen, single concentration | AlphaScreen His-ARNT PAS-B/GST-TACC3 binding, luminescence; TACC3 fragment carries E629A point mutation | inhibition, % at 9.99 µM | 390,000 compounds, 0.66% hits | AID 623870, 2012;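 active = mean inhibition of replicates at least 50% and at least half of replicates each reaching 50%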;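 note: 0% = complete ARNT plus TACC3 wells and 100% = ARNT alone without TACC3; many hits fall short of the cut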
# The depositor's hits bear a star; x = no result given. Rows are unselected; about 3.3% have a hit in one of these screens.
SMILES,ERAP1 inh,esBAF inh,GSIS activator,CFTR F508del cor,Xi reactivation,RAD54 branch,RAD52 inh,ARNT-TACC3 inh
Cc1nnc(N2C(=O)C(O)=C(C(=O)c3ccco3)C2c2cccc3ccccc23)s1 (stereo not given),3,x,-2,-1.2,0.0,-2,-40,-36
COC(=O)CSC1=C(C#N)C(c2ccc(F)cc2)CC(=O)N1 (stereo not given),3,-5,15,2.4,0.2,1,-4,-10
O=C(COC(=O)c1cc(=O)[nH]c2ccccc12)NCc1ccccc1Cl,-2,-7,0,0.3,0.2,5,-10,-10
COc1ccc2[nH]cc(CCNS(=O)(=O)c3ccc(C)cc3)c2c1,0,x,2,1.1,-0.1,x,-12,5
Cc1cc(C)n(-c2nnc3c4ccccc4n(C)c3n2)n1,2,x,x,2.7,0.0,8,-5,25
C[C@@H]1COC(=O)[C@@H](CC(=O)OC(C)(C)C)C/C=C\C[C@@H](CC(=O)N[C@@H](CO)Cc2ccccc2)C(=O)N1,2,-3,6,1.2,0.0,9,-8,0
C[C@H](CO)N1C[C@H](C)[C@@H](CN(C)Cc2ccncc2)Oc2ccc(NC(=O)CCN3CCOCC3)cc2CC1=O,0,3,-1,-4.2,-0.9,-13,-15,2
CSc1nc(N)n2nccc2n1,-2,x,17,0.3,0.0,x,-4,x
CNc1ccc(Br)cc(C(=O)/C=C/c2ccc(OC)cc2OC)c1=O,x,x,0,-2.2,0.2,-6,x,-5
CCOc1cc(OCC)cc(C(=O)N2CCC[C@H]2C(=O)N2CCC[C@H]2C(=O)N[C@@H](C)c2ccccc2)c1,x,x,6,2.7,0.1,x,-5,x
C[C@H](CO)N1C[C@H](C)[C@H](CN(C)C(=O)c2cccnc2)Oc2cc(C3=CCCC3)ccc2S1(=O)=O,-1,0,-1,-0.5,0.1,8,8,-7
COc1ccccc1-c1ccc(SCC(=O)NC2CCCCC2)nn1,-1,x,7,2.3,0.2,4,-2,0
COc1ccc(C(=O)Nc2ccnn2C2CCN(Cc3ccncc3)CC2)cc1,-5,5,9,-1.6,0.0,-4,-35,2
C[C@@H]1CCCCO[C@@H](CN(C)C(=O)CCC(F)(F)F)[C@@H](C)CN([C@@H](C)CO)C(=O)c2cc(NC(=O)Nc3ccccc3)ccc2O1,-2,2,-13,0.8,0.0,-4,16,-1
CCCCn1c(=O)n(CC(=O)Nc2c(CC)cccc2CC)c(=O)c2c1nc(CO)n2CCC,x,-5,-5,x,x,-10,x,-6
NS(=O)(=O)c1ccc(CCNC(=O)c2ccc(Cl)c(S(=O)(=O)N3CCCCCC3)c2)cc1,-2,1,-31,4.1,0.1,-5,-25,x
COc1ccc(NC(=S)N/N=C2\CC(C)(C)Oc3ccc(O)cc32)cc1,-1,x,-11,-3.3,0.0,x,-12,x
CC1(C)CC(=O)c2c(O)cc(OCC(=O)NCCc3ccc(S(N)(=O)=O)cc3)cc2O1,2,-2,18,3.8,x,0,-16,-52
CN(CCN1CCOCC1)C(=O)c1cc(COc2ccc(F)cc2Cl)on1,1,11,12,0.9,2.3,-7,-7,x
CO[C@H]1CN(C)C(=O)c2cc(NC(=O)NC(C)C)ccc2OC[C@@H](C)N(C)C[C@@H]1C,2,-2,10,0.1,0.5,5,11,-1
CCOc1ccc(NC(=O)CN(C)C(=O)C2CC(=O)N(CCc3ccc(OC)c(OC)c3)C2)cc1OCC (stereo not given),0,9,15,-0.3,-0.1,13,-1,x
Nc1ccc(-c2nc3ccc(N)cc3s2)cc1,-83,-70,15,3.9,-0.1,6,-8,-6
CCN(CC)C(=O)Nc1cnc2ccccc2c1,1,-8,2,x,x,-3,-6,1
C[C@@H](C(=O)OCn1nnc2ccccc2c1=O)N1C(=O)C2CCCCC2C1=O (stereo not given in full),-2,-5,-5,-0.3,0.1,-4,-16,x
CN1[C@H](C(=O)Nc2nccs2)[C@@H](CO)[C@@H]2Cn3c(ccc(/C=C/c4ccccc4)c3=O)[C@@H]21,1,2,-10,-0.9,0.4,1,0,-26
O=C(O)c1cccc2c1C(=O)c1cc([N+](=O)[O-])ccc1-2,1,x,3,-1.4,0.4,x,-7,-7
O=C(C1CCCCC1)N1CC2(C1)[C@@H](c1ccccc1)[C@@H](CO)N2CC1CCCC1,4,x,-32,0.5,0.0,x,-29,x
COCCN(C(=O)C1CCN(C(=O)c2ccccc2C)CC1)c1c(N)n(CC(C)C)c(=O)[nH]c1=O,91*,-4,10,2.4,0.0,7,-1,-10
CC(=O)NCCC(=O)N1CCc2c([nH]c3ccccc23)C1c1cccc(C)c1 (stereo not given),2,38,-7,4.4,0.1,4,-12,0
COC(=O)c1ccc(-c2ccc(F)cc2)nc1C,x,38,1,x,0.0,-17,x,-23
CCOC(=O)N1CCN(C(=S)NC(=O)c2cccc(OC)c2)CC1,-4,0,4,-0.4,0.3,-1,-17,x
CCCCOc1ccc(/C=C(\C#N)C(=O)NC2CC2)cc1,x,x,5,-0.8,-0.1,-9,-19,x
Cc1ccc(C(NC(=O)N2CCOCC2)C(Cl)(Cl)Cl)cc1F (stereo not given),3,x,3,-0.4,0.1,x,-18,-4
CC(C)C#Cc1cnc2c(c1)C(=O)N([C@H](C)CO)C[C@H](C)[C@H](CN(C)C(=O)Nc1ccccc1F)O2,2,1,11,0.4,0.0,3,7,-3
O=C1C(SCCO)=C(SCCO)C(=O)c2ccccc21,9,-45,32,10*,88*,-7,-3,25
CO[C@H]1CN(C)C(=O)c2cc(NC(=O)NC(C)C)ccc2OC[C@H](C)N(CC2CC2)C[C@@H]1C,0,-4,-8,-0.5,0.3,-8,14,0

# Part of the list above in order of molar mass, smallest number first:
SMILES,ERAP1 inh,esBAF inh,GSIS activator,CFTR F508del cor,Xi reactivation,RAD54 branch,RAD52 inh,ARNT-TACC3 inh
CSc1nc(N)n2nccc2n1,-2,x,17,0.3,0.0,x,-4,x
Nc1ccc(-c2nc3ccc(N)cc3s2)cc1,-83,-70,15,3.9,-0.1,6,-8,-6
Cc1ccc(C(NC(=O)N2CCOCC2)C(Cl)(Cl)Cl)cc1F (stereo not given),3,x,3,-0.4,0.1,x,-18,-4
COCCN(C(=O)C1CCN(C(=O)c2ccccc2C)CC1)c1c(N)n(CC(C)C)c(=O)[nH]c1=O,91*,-4,10,2.4,0.0,7,-1,-10
C[C@@H]1COC(=O)[C@@H](CC(=O)OC(C)(C)C)C/C=C\C[C@@H](CC(=O)N[C@@H](CO)Cc2ccccc2)C(=O)N1,2,-3,6,1.2,0.0,9,-8,0

# Taken from above.
# Cc1ccc(C(NC(=O)N2CCOCC2)C(Cl)(Cl)Cl)cc1F (stereo not given) | GSIS activator = 3
# O=C(O)c1cccc2c1C(=O)c1cc([N+](=O)[O-])ccc1-2 | RAD52 inh = -7
# COCCN(C(=O)C1CCN(C(=O)c2ccccc2C)CC1)c1c(N)n(CC(C)C)c(=O)[nH]c1=O | CFTR F508del cor = 2.4

# The listing continues.
SMILES,ERAP1 inh,esBAF inh,GSIS activator,CFTR F508del cor,Xi reactivation,RAD54 branch,RAD52 inh,ARNT-TACC3 inh
C[C@@H]1CCCCO[C@@H](CN(C)Cc2ccc(Cl)c(Cl)c2)[C@@H](C)CN([C@@H](C)CO)C(=O)c2cc(NC(=O)Nc3ccc(F)cc3)ccc2O1,1,-1,3,-0.2,0.5,0,-12,7
COc1c2ccoc2nc2c(OC)c(O)ccc12,0,-3,-6,5.3,x,-4,-8,-8
O=C(Nc1ccccc1Cl)c1cc(C2CCCN(C(=O)c3cccs3)C2)on1 (stereo not given),2,-7,-11,2.0,0.1,-13,-4,x
CC(C)Cn1c(N)c(C(=O)CSc2nncs2)c(=O)n(C)c1=O,0,7,-1,-2.1,-0.1,-7,0,16
CCN1CCN(c2ccc(S(=O)(=O)N3CCCCC3)cc2NC(=O)c2sccc2C)CC1,3,-6,-27,1.7,0.0,-5,-1,1
O=C(O)c1cccc(N/N=C(\N=Nc2ccccc2)c2ccccc2)c1,0,4,-2,1.9,0.0,-2,-14,x
COCCCNCCOc1ccc(C(C)(C)c2ccccc2)cc1,-2,x,0,3.7,0.2,x,2,-2
CC(NC(=O)c1ccccc1)C(=O)OCC(=O)N1c2ccccc2Sc2ccccc21 (stereo not given),1,x,x,-2.0,0.0,-3,0,x
CCOc1cc(CNS(=O)(=O)c2cn(C)cn2)cc(OCC)c1OCC,-2,-3,-2,1.0,0.1,-7,-6,-6
C[C@@H]1CCCCO[C@@H](CN(C)C(=O)C2CCCCC2)[C@H](C)CN([C@H](C)CO)C(=O)c2cc(NS(=O)(=O)c3ccccc3)ccc2O1,-1,6,-22,-2.5,0.0,4,11,9
CC(=O)Nc1ccc(NS(=O)(=O)c2cc(-c3n[nH]c(=O)c4ccccc34)ccc2C)cc1,0,x,-3,-0.2,-0.4,-1,-17,2
O=C(C[C@H]1CC[C@H]2[C@@H](COC[C@H](O)CN2C(=O)Nc2ccc(Cl)cc2)O1)NCCc1ccncc1,1,20,-18,1.3,0.0,7,-10,-2

# Some entries already given with just ERAP1 inh and RAD54 branch.
SMILES | ERAP1 inh | RAD54 branch
C[C@@H]1CCCCO[C@@H](CN(C)C(=O)C2CCCCC2)[C@H](C)CN([C@H](C)CO)C(=O)c2cc(NS(=O)(=O)c3ccccc3)ccc2O1 | -1 | 4
CC(NC(=O)c1ccccc1)C(=O)OCC(=O)N1c2ccccc2Sc2ccccc21 (stereo not given) | 1 | -3

# Other compounds:
SMILES,ERAP1 inh,esBAF inh,GSIS activator,CFTR F508del cor,Xi reactivation,RAD54 branch,RAD52 inh,ARNT-TACC3 inh
C[C@H]1CN([C@@H](C)CO)C(=O)c2cccc(NS(=O)(=O)c3ccccc3)c2O[C@@H]1CN(C)S(=O)(=O)c1ccc(F)cc1,x,-1,3,-0.9,-0.1,1,x,1
Cc1noc(C)c1NC(=O)Nc1ccc2c(c1)C(=O)N([C@@H](C)CO)C[C@@H](C)[C@@H](CN(C)C(=O)Nc1c(C)noc1C)O2,0,-7,1,-1.8,0.0,0,-13,-2
O=C(CSCc1ccccc1Cl)Nc1c[nH]c(=O)[nH]c1=O,x,x,11,x,0.2,-2,x,-4
COc1ccc(CN(C(=O)c2cc(=O)c3ccccc3o2)C2CCS(=O)(=O)C2)cc1 (stereo not given),1,-6,29,0.9,0.0,3,0,3
O=C(Nc1ccc2ccccc2c1)C(=O)C1C(=O)Nc2ccccc21 (stereo not given),1,x,-7,-1.3,0.0,x,-8,x
O=C(NCc1ccccn1)C(=O)NCC1OCCN1C(=O)c1ccc(Cl)cc1 (stereo not given),3,x,-2,-0.1,0.2,-7,-16,13
COc1ccc(/C=N/Nc2ccccc2)cc1Cn1nc(C)c([N+](=O)[O-])c1C,x,4,-37,x,x,-5,x,0
COCCNc1nc2cc(-c3cccc(Cl)c3)sc2c(=O)n1C,-3,7,-3,-1.0,0.2,1,-7,x
O=C(COc1ccc2c(-c3ccccc3)cc(=O)oc2c1)NC(Cc1c[nH]c2ccccc12)C(=O)O (stereo not given),-2,-7,7,0.9,0.0,-1,-11,-11

# Screens: PubChem BioAssay, Broad Institute
